Abs 340nm: absorbance at 340 nm. fold change at 10 µM. 65,000 tested, under 10 active. compound absorbance at 340 nm, fold over control. AID 708;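 active = at 10 µM dose, initial 340 nm absorbance at least 2 fold that of control wells; inactive = change under 2 fold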;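 also: initial absorbance extrapolated from kinetic A340 decline of NADH oxidation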
Cdc25B inh: inhibitors of human Cdc25B phosphatase. P30305. recombinant Cdc25B, OMFP fluorescence Ex485/Em525. inhibition, %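 (compounds tested at 10 µM final in the well)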. 65,000 tested, 0.1% active; in the data active = inhibition above about 50%
Target sequence (P30305 whole entry, looked up): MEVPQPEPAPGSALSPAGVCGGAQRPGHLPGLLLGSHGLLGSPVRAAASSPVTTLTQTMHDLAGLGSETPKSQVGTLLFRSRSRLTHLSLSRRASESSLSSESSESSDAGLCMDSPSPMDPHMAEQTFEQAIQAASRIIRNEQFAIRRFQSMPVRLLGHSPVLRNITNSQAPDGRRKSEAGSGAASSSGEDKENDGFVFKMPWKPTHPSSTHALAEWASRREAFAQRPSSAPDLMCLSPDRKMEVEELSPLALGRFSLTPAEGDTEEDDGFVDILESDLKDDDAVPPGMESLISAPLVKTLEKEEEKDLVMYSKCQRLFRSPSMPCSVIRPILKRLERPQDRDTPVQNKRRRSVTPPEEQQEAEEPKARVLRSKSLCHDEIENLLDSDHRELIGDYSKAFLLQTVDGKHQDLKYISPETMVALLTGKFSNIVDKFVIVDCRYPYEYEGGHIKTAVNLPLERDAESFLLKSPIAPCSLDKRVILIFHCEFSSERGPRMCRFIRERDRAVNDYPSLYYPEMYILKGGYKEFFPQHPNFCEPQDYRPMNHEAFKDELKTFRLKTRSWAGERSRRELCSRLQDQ
ROCK2 inh: ROCK2 (human) kinase inhibition; purified ROCK2, Kinase-Glo ATP depletion luminescence; inhibition, % at 6 µM; 60,000 tested, 0.35% active;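 active = inhibition above the screen-wide mean inhibition plus 3 SD, cut at about 18% in these data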;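 also: plate controls were DMSO wells for no effect and Y-27632 control wells after no-enzyme background subtraction for full effect; many of its hits are not listed in these tables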
Hsp90 block: displaces geldanamycin probe from tumor Hsp90; P07900; NCI-N417 lysate Hsp90, Cy3B-geldanamycin FP displacement; inhibition, % at 30 µM; 64,000 tested, 0.35% active;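 active = inhibition above 50%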;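 also: 0% = tracer plus lysate wells and 100% = tracer alone without lysate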
MKP-1 inh: human dual specificity phosphatase 1 inhibition. AID 374. 65,000 tested, 0.15% active. recombinant MKP-1, OMFP hydrolysis fluorescence. inhibition, %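 (compounds tested at a single concentration somewhere between 10 and 100 µM)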;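 active = inhibition above about 50%, limit read from the data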;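 also: 0% = DMSO max control wells and 100% = wells with enzyme stopped by NaOH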
Target sequence (P28562 whole entry, looked up): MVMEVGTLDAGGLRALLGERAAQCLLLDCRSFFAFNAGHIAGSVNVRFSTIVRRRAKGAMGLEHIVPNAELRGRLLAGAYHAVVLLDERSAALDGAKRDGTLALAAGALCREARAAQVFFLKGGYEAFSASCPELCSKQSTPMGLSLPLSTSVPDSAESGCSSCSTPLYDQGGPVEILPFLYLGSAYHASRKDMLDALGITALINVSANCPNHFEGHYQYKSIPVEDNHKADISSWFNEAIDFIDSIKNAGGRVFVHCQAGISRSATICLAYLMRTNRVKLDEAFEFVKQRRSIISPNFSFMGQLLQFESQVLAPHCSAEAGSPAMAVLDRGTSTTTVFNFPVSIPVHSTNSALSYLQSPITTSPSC
PKA inh: inhibitors of human protein kinase A. 65,000 tested, 0.1% active. inhibition, % at 6 µM. PKA Kemptide phosphorylation, Kinase-Glo ATP luminescence. P17612;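 active = inhibition above the screen-wide mean inhibition plus 3 SD, cut at about 21% in these data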; also: many of its hits are not listed in these tables
Autofluor 339: intrinsic fluorescence of library compounds, ex339/em460 – biochemical, MLSMR library, data from DPM-DC assay, artefact control, profiling panel | compound autofluorescence, ex339/em460 nm, NADH buffer; hits give high values; 1 = no-compound wells, NADH background | fluorescence fold increase at 10 µM | 65,000 tested, 5.5% active | AID 709;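 active = at 10 µM, mean starting fluorescence two-fold or more over control wells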;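 also: signal is the first read of a kinetic run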
JNK3 inh: blocks human JNK3 kinase activity; AID 746; 60,000 tested, 0.61% active; P53779; inhibition, % at 8 µM; purified JNK3 kinase activity, HTS; in the data active = inhibition above about 17%;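 also: 0% = DMSO and 100% = reference inhibitor; many of its hits are not listed in these tables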
Her2 expr inh: inhibitors of human Her2 kinase expression; SKBR-3 HER2 protein level, AlphaScreen, 18-24 h; hits give low values; HER2 level % of control, % at 10 µM; 65,000 tested, 0.69% active;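 active = HER2 level under 5% of the carrier-only control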;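 also: 100% = DMSO carrier and 0% = 500 nM PU-H71 HSP90 inhibitor; lower value means stronger loss of Her2 protein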
An asterisk follows results filed as active; . = not tested or not shown. These rows are one share of the data, so the mix of outcomes need not match the whole.

Value order – Abs 340nm, Cdc25B inh, ROCK2 inh, Hsp90 block, MKP-1 inh, PKA inh, Autofluor 339, JNK3 inh, Her2 expr inh
CCNS(=O)(=O)c1ccc(NS(=O)(=O)c2cc(C)ccc2C)cc1
  0.99, 3, 0, -9, 7, 4, 1.1, -5, 109
CCc1nc(SCC(=O)N2CCCC2)c2ccccc2n1
  1, -11, 4, -5, -32, 5, 1.1, 10, 73
COc1ccc(OC)c(-c2nc(C)sc2CC(=O)O)c1
  1.1, -1, 4, -2, 8, 10, 1.1, 1, 131
COc1ccc(N=c2oc3cc(O)ccc3cc2C(=O)NCC2CCCO2)c(OC)c1 (stereo not drawn)
  1.1, 7, -2, -4, 10, 5, 3.8*, -1, 88
O=C(OCc1cccs1)c1ccccc1NS(=O)(=O)c1ccc2c(c1)OCCO2
  1, -9, 1, 0, -2, -4, 1.1, -5, 93
COC(=O)c1ccc(NC(=O)C23CCC(C)(C(=O)O2)C3(C)C)cc1 (stereo not drawn)
  1, -8, ., ., 2, ., 1.1, ., 111
O=C1c2oc3ccccc3c(=O)c2C(c2cccs2)N1CCCN1CCOCC1 (stereo not drawn)
  1, -2, 2, -18, 2, 1, 1.1, 6, 224
CCCOc1ccc(N2C(=O)CC(N3CCC(c4nncn4CC)CC3)C2=O)cc1 (stereo not drawn)
  1, -4, 7, -21, 11, 11, 1.1, -3, 85
O=C(CCCN1C(=O)c2ccccc2C1=O)Nc1nncs1
  1.1, 0, 2, 0, -2, 8, 1.1, 6, 114
COc1ccc(C)cc1-n1nnnc1SCc1nc2ccccc2s1
  1, -11, 2, -5, 5, 3, 1.1, -2, 83
CC(C)Sc1nc(N)c2c3c(sc2n1)CN(C)CC3
  1.1, -11, ., ., 15, 5, 2, ., 134
Cc1ccc(C(=O)C2CCNCC2)cc1
  0.99, -22, 3, 5, -9, 11, 1.1, -6, 73
CC1=C(C(N)=O)C(c2cccnc2)n2nc(-c3cccc(C)c3)nc2N1 (stereo not drawn)
  0.99, -5, 5, -4, 5, 9, 1.1, -2, 87
CC(=O)Nc1ccc(C2NC(=O)c3ccccc3O2)cc1 (stereo not drawn)
  1.1, 0, 9, -1, -7, 2, 1.2, -9, 130
COc1ccccc1C1/C(=C(/O)c2ccc(C)cc2)C(=O)C(=O)N1CC(C)O (stereo not drawn)
  1, -7, 1, 0, -26, -2, 1, -7, 101

Some of the entries so far, bar-delimited:
molecule | Abs 340nm | Cdc25B inh | ROCK2 inh | Hsp90 block | MKP-1 inh | PKA inh | Autofluor 339 | JNK3 inh | Her2 expr inh
O=C1c2oc3ccccc3c(=O)c2C(c2cccs2)N1CCCN1CCOCC1 (stereo not drawn) | 1 | -2 | 2 | -18 | 2 | 1 | 1.1 | 6 | 224
CCCOc1ccc(N2C(=O)CC(N3CCC(c4nncn4CC)CC3)C2=O)cc1 (stereo not drawn) | 1 | -4 | 7 | -21 | 11 | 11 | 1.1 | -3 | 85
O=C(CCCN1C(=O)c2ccccc2C1=O)Nc1nncs1 | 1.1 | 0 | 2 | 0 | -2 | 8 | 1.1 | 6 | 114
COc1ccc(C)cc1-n1nnnc1SCc1nc2ccccc2s1 | 1 | -11 | 2 | -5 | 5 | 3 | 1.1 | -2 | 83
CC(C)Sc1nc(N)c2c3c(sc2n1)CN(C)CC3 | 1.1 | -11 | . | . | 15 | 5 | 2 | . | 134
Cc1ccc(C(=O)C2CCNCC2)cc1 | 0.99 | -22 | 3 | 5 | -9 | 11 | 1.1 | -6 | 73
CC1=C(C(N)=O)C(c2cccnc2)n2nc(-c3cccc(C)c3)nc2N1 (stereo not drawn) | 0.99 | -5 | 5 | -4 | 5 | 9 | 1.1 | -2 | 87

The listing continues:
Value order – Abs 340nm, Cdc25B inh, ROCK2 inh, Hsp90 block, MKP-1 inh, PKA inh, Autofluor 339, JNK3 inh, Her2 expr inh
CC1CCCC(C(=O)O)N1C(=O)CCSC(=O)c1ccccc1 (stereo not drawn)
  1, 2, 3, 0, 27, 3, 1.1, -5, 96
O=C(NC1CCS(=O)(=O)C1)OC1CCCCC1 (stereo not drawn)
  1, -8, 2, -1, 12, -2, 1.1, 1, 102
Cc1ccc(/C(O)=C2\C(=O)C(=O)N(CCCN(C)C)C2c2ccccn2)cc1 (stereo not drawn)
  1, 3, -7, 0, -8, -7, 1, -2, 74
Cc1nn(C)cc1/C=N/n1nnnc1N
  1, 5, 15, 0, -18, 3, 1.1, 3, 160
COc1ccc(S(=O)(=O)N2CCN(c3cccc(C)c3C)CC2)cc1
  1.1, -1, 5, -3, 3, 5, 1.1, -2, 83
CCOc1ccc(C(=O)OCC(=O)NCc2ccco2)cc1OCC
  0.99, -1, 0, -6, -1, 13, 1.1, 2, 76
O=C(Nc1ccc2c(c1)ncn2-c1ccccc1)c1ccco1
  1.1, -12, 13, -4, 2, 13, 1.1, -5, 116
O=c1[nH]c2ccc(S(=O)(=O)Nc3ccc(-c4nnc5n4CCCCC5)cc3)cc2o1
  0.97, -14, 2, -2, 27, 10, 1.1, 1, 74
CCCn1cc(C(CC(=O)O)C(=O)O)c2ccccc21 (stereo not drawn)
  1, 5, 0, -7, -4, -5, 1, -8, 124
CCN1CCN(C(=O)c2cc3c(=O)n4ccccc4nc3n2Cc2ccccc2)CC1
  1.1, -7, -14, -7, 31, -5, 3.9*, -1, 109
Cc1ccnc2nc(C(=O)NC3=NCCS3)nn12
  0.99, -13, 2, -2, -3, -4, 0.95, -16, 94
C=CCN1C(=NC(=O)CCCC(=O)O)SC2CS(=O)(=O)CC21 (stereo not drawn)
  1, -25, 3, 0, 15, 8, 1.1, 8, 121
CCCNC(=O)c1ccc2c(c1)ncn2-c1ccccc1OC
  1, 3, 7, -1, 0, 7, 1.1, 4, 82
Cc1nnc(SCC(=O)NC2CC2)n1CCc1ccccc1
  0.99, -8, 7, 1, -25, 12, 1, 1, 89
CC(C)OCC(O)CN1CCN(CC(O)COc2ccc3c(c2)OCO3)CC1 (stereo not drawn)
  1, -12, ., -2, 2, 0, 1.2, ., 118
O=C(CSc1nc(N2CCCCC2)nc(N2CCCCC2)n1)N1CCc2ccccc21
  1, -5, 1, -17, 0, 7, 1.1, 3, 100
Cc1cc(NC(=O)COC(=O)COc2ccc3c(c2)CCC3)no1
  1, -14, -1, -4, 3, -1, 1.1, 15, 70
COC(=O)C(CCSC)NC(=O)C(NC(=O)C1CCC(C)CC1)C(C)C (stereo not drawn)
  1, -5, 0, 2, -12, 1, 1.2, 3, 71
COCCOC(=O)c1[nH]c2c(c1C)C(=O)CC(c1ccc(N(C)C)cc1)C2 (stereo not drawn)
  0.99, 4, 7, -7, 13, 4, 1, -1, 79
CC(O)c1nc2ccc(Cc3ccc4nc(C(C)O)[nH]c4c3)cc2[nH]1 (stereo not drawn)
  0.99, -13, 4, -1, 8, 1, 1.1, 2, 78
O=c1oc(-c2ccco2)nc2c1cnn2-c1ccccc1
  1.1, -3, 0, -2, 7, -3, 1, -3, 59
Cc1nc2cc(-c3cccc(F)c3)nn2c(C)c1CCC(=O)N1CCN(c2ccccn2)CC1
  1, -1, 4, -2, 6, 7, 1.4, 3, 80
CC(=O)NC1CCC(C(=O)O)(c2ccccc2)C1 (stereo not drawn)
  1, 2, 4, 1, -24, 2, 1.1, 0, 94
CCCc1cc(=O)n2[nH]c(SCc3ccccc3)nc2n1
  1, -1, -1, -1, -8, 5, 1.1, -8, 92
Cc1cc(C(=O)COC(=O)c2cccs2)c(C)n1-c1c(C)n(C)n(-c2ccccc2)c1=O
  1, -2, 1, -3, 20, 10, 1, 7, 106
COc1ccc2oc(=O)c(C(=O)N3CCN(C45CC6CC(CC(C6)C4)C5)CC3)cc2c1
  1, 6, 3, -4, 1, 9, 3.7*, 3, 82
Nc1nnc(SCc2ccc3c(c2)OCO3)s1
  1, -5, 6, 5, 3, 12, 1.1, 5, 104
Cc1ccc(C)c(Cn2cnc3c(cnn3C(C)(C)C)c2=O)c1
  1, -19, -3, 0, 0, -7, 1.1, -7, 97
CCOc1ccc(NC(=O)c2oc3ccccc3c2NC(=O)CC)cc1
  1.1, 1, 3, -4, -9, -1, 1.2, 5, 69
CCOC(=O)N1CCN(C(=O)c2ccc3nc(SCc4ccc(F)cc4)n(C)c3c2)CC1
  1, 5, 1, -1, 24, -4, 1.1, 4, 64
CC(=O)N1CCN(c2ccc(NCc3ccc(C)cc3)cc2)CC1
  0.99, -8, 3, 28, 10, 10, 1.1, -13, 131
CCc1nnc(NC(=O)CSc2nnc(-c3ccoc3C)n2-c2ccccc2)s1
  1, -4, 4, -7, -7, 12, 1, 6, 95
Cc1cc(Nc2ccc(F)cc2Cl)n2ncnc2n1
  1, -4, 0, 1, -1, 7, 1, 4, 97
CCOC(=O)c1cnc(SCc2nc(N)nc(Nc3ccc(C)cc3)n2)nc1N
  1.1, 1, 3, 3, 10, 3, 1.2, 8, 142
CCOC(=O)c1cc2sccc2n1CC(=O)N1CCc2ccccc21
  1, 3, ., -3, 20, 8, 1.1, ., 84
O=C(Cn1nc(-c2ccccc2)c2ccccc2c1=O)NCC1CCCO1 (stereo not drawn)
  0.99, -1, -1, 2, -10, -5, 1.1, -4, 87
CCn1cc(C(=O)NC2CCc3ccccc32)c(=O)c2ccc(C)nc21 (stereo not drawn)
  1, 5, 2, -1, -2, -2, 0.99, -5, 98
Cc1cc(C)c(NC(=O)CCCOC(=O)C2=COCCO2)c(C)c1
  0.99, -15, 1, 9, 21, 10, 1, -4, 88
O=S(=O)(c1cccc(F)c1)N1CCN(Cc2ccc3c(c2)OCO3)CC1
  1, -4, ., -5, -10, 10, 1.1, ., 116
O=C(c1ccccc1CCc1ccccc1)N1CCOCC1
  1, -17, 4, -1, -1, 11, 1.1, -6, 92
CN1/C(=C\C(=O)COC(=O)C2COc3ccccc3O2)C(C)(C)c2ccccc21 (stereo not drawn)
  1.1, 7, 1, -3, 4, 5, 1.4, 0, 91

Record cards (already shown). Screens in order: Abs 340nm | Cdc25B inh | ROCK2 inh | Hsp90 block | MKP-1 inh | PKA inh | Autofluor 339 | JNK3 inh | Her2 expr inh
Results for CN1/C(=C\C(=O)COC(=O)C2COc3ccccc3O2)C(C)(C)c2ccccc21 (stereo not drawn) → 1.1 | 7 | 1 | -3 | 4 | 5 | 1.4 | 0 | 91
Results for Cc1cc(Nc2ccc(F)cc2Cl)n2ncnc2n1 → 1 | -4 | 0 | 1 | -1 | 7 | 1 | 4 | 97
Results for CCOC(=O)c1cc2sccc2n1CC(=O)N1CCc2ccccc21 → 1 | 3 | . | -3 | 20 | 8 | 1.1 | . | 84
Results for CC(=O)N1CCN(c2ccc(NCc3ccc(C)cc3)cc2)CC1 → 0.99 | -8 | 3 | 28 | 10 | 10 | 1.1 | -13 | 131
